RAD52 anneal inh: inhibitors of human RAD52 DNA annealing; P43351; recombinant RAD52 DNA annealing, FRET fluorescence; inhibition, % at 18.7 µM; actives 0.46% (n = 360,000); AID 651710;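 active = every replicate showing at least 50% inhibition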
XiGFP reactiv: activators of X-chromosome reactivation in mouse fibroblasts. XiGFP mouse fibroblasts, % GFP-positive cells imaging, 3 d; cells co-treated with 5-aza-dC sensitizer; scaled so ellipticine positive control = 100%. activation, % at 7.58 µM. actives 0.055% (n = 360,000);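 active = mean normalized replicate activation at least 10% and every replicate at or above 10%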;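 also: 0% = median of on-plate neutral control wells and 100% = ellipticine 6 µM median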
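assay system = SV40-immortalized XiGFP fibroblast cells, line 68-5-11 | buffer or medium = DMEM plus 5-aza-dC sensitizer | doses = single-point pinned compound dosing | times = 3-day compound exposure, then 15 min fixation at room temperature | benchmarks = positive control ellipticine, 6 µM final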
RAD54 inh: blocks human RAD54 Holliday junction branch migration | FAM/BHQ fluorescence | Q92698 | inhibition, % at 10.4 µM | actives 0.14% (n = 360,000);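 active = mean normalized replicate activity at least 40 and at least half of replicates scoring 40 or more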;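 also: 0% = median of neutral control wells and 100% = median of positive control wells; inhibitors cause a drop in the FAM fluorescence signal; in these data hits start at about 50%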
INS-1E GSIS act: primary screen for activators of insulin secretion dependent on glucose, INS-1E cells, GLuc reporter luminescence | INS-1E GLuc reporter insulin secretion, 2-3 h | AID 743287 | activation, % at 16.6 µM | actives 0.61% (n = 370,000);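 active = lowest replicate activation of at least 40%, so every replicate reaches that level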;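 also: 0% = median of neutral control wells and 100% = median of IBMX positive control wells; some compounds called inactive have numbers as strong as hits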
esBAF inh: inhibitors of esBAF chromatin remodeling in mouse ES cells; reporter increase, % at 12.5 µM; actives 2% (n = 350,000); Bmi1-luciferase knock-in reporter, 24 h; 100% = twice the neutral-well signal; in the data active = activation above about 40%;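 also: 0% = median of the plate's neutral control wells and 100% = double that signal; a rise in the Bmi1 reporter signal indicates esBAF inhibition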
ARNT TACC3 PPI: disrupts binding between human ARNT and TACC3; Q9Y6A5; AlphaScreen His-ARNT PAS-B/GST-TACC3 binding, luminescence; TACC3 fragment carries E629A point mutation; inhibition, % at 9.99 µM; actives 0.66% (n = 390,000);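 active = mean inhibition of replicates at least 50% and at least half of replicates each reaching 50%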;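 also: 0% = complete ARNT plus TACC3 wells and 100% = ARNT alone without TACC3; many hits fall short of the cut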
CFTR F508del cor: CFTR F508del correction in bronchial cells; CFBE cells, YFP halide quenching; stimulated with forskolin plus potentiator P3; % fluorescence drop versus neutral controls; activity (quench increase), % at 7.58 µM; actives 0.36% (n = 350,000);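 active = mean added fluorescence quench of at least 8% versus neutral control, with both replicates also reaching 8%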;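 also: cells transiently co-express mutant CFTR-F508del with the halide-sensitive YFP; corrector assay measuring rescue of mutant channel to the surface after 24 h compound exposure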
ERAP1 inh: inhibitors of human ERAP1 aminopeptidase | AID 652197 | recombinant ERAP1, Leu-AMC fluorescence, 60 min | inhibition, % at 10.7 µM | actives 0.15% (n = 340,000);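 active = mean replicate inhibition of at least 30%, or all replicates individually reaching that 30% level; inactive = mean below 30% and not every replicate reaching it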;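 also: 0% = neutral control wells and 100% = L-leucinethiol positive control wells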
Target sequence (Q9NZ08 whole entry, looked up): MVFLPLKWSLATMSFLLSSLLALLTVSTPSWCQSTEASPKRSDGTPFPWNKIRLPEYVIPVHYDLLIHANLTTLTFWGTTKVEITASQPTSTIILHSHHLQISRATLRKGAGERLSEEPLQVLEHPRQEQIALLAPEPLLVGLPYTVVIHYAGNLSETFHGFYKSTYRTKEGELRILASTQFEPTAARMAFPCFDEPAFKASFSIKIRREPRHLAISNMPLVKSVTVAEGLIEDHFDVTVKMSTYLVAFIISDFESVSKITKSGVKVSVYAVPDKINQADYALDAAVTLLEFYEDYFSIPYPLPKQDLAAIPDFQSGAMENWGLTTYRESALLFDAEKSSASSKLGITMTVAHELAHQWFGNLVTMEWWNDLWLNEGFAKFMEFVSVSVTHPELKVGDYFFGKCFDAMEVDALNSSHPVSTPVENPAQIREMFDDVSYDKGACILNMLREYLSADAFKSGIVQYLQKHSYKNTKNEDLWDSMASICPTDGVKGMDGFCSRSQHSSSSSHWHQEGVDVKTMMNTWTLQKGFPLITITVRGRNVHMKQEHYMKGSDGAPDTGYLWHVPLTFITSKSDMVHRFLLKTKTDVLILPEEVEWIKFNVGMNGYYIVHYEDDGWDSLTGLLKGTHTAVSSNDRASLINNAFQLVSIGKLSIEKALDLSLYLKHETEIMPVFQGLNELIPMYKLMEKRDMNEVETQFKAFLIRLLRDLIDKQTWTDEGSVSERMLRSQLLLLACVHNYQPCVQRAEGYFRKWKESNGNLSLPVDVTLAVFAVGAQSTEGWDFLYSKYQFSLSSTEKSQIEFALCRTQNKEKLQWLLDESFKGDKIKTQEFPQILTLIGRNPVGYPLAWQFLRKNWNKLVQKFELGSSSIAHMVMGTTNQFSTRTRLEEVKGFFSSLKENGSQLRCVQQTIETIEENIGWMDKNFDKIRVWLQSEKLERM
* hit, by the source's call; / = no result given; & = joins results of further samples. Outcome played no part in choosing rows; any-hit rate near 3.3%.

SMILES | RAD52 anneal inh | XiGFP reactiv | RAD54 inh | INS-1E GSIS act | esBAF inh | ARNT TACC3 PPI | CFTR F508del cor | ERAP1 inh
C[C@H]1CN([C@@H](C)CO)C(=O)c2cc(C#CCN(C)C)cnc2O[C@@H]1CN(C)C(=O)CN1CCOCC1 | 0 | -0.1 | 0 | 18 | -1 | -5 | / | 4
CCC(=O)N(Cc1ccco1)Cc1cc2cccc(C)c2n2nnnc12 | -9 | 0.0 | / | 0 | / | 4 | 3.9 | 0
Cc1ccccc1CNC(=O)C(=O)NCC1OCCCN1S(=O)(=O)c1cccs1 (centres undefined) | 8 | 0.3 | 19 | -2 | / | 2 | 2.8 | -1
O=C(NCc1ccco1)C1CCN(S(=O)(=O)c2ccccc2C(F)(F)F)CC1 | -17 | 0.0 | 11 | 6 | -4 | 0 | -0.8 | -3
C[C@H](CO)N1C[C@H](C)[C@@H](CN(C)Cc2ccc(-c3ccccc3)cc2)Oc2ncc(C#C[C@@H](C)O)cc2C1=O | 5&-2&17 | -0.2&0.3 | -1&7 | -8&22 | 2&-2&-5 | 6&6 | -1.0&1.8&-1.9 | 0&4&2
CCN1CCN(CCOc2ccc(Cl)cc2)CC1 | -12 | 0.0 | -3 | 4 | 2 | -8 | -2.0 | -1
CCOc1ccccc1CNc1ccc(O)cc1 | -1 | 0.0 | / | -7 | / | -4 | -2.8 | 2
C[C@@H]1CN([C@H](C)CO)C(=O)c2cc(NC(=O)C3CC3)ccc2O[C@@H]1CN(C)S(=O)(=O)c1ccccc1 | 7 | 0.2 | 13 | 10 | -3 | -3 | -1.3 | 1
CC(=O)Nc1ccc(S(=O)(=O)N(C)CC(=O)OC(C)C(=O)N(C)C2CCCCC2)cc1 (centres undefined) | -7 | -0.2 | 5 | -4 | 8 | -4 | -1.2 | 1
C[C@H]1CN([C@@H](C)CO)C(=O)c2cccc(NS(=O)(=O)c3cn(C)cn3)c2O[C@@H]1CN(C)S(=O)(=O)c1cn(C)cn1 | -6 | -0.1 | 2 | 14 | 4 | -6 | 0.2 | 0
Cc1ccc(/C=N/NC(=O)Cn2nc(C)c(Br)c2C)o1 | -6 | / | -5 | 6 | -1 | -6 | / | 5
C[C@@H]1CN([C@@H](C)CO)C(=O)c2cc(C#Cc3ccncc3)cnc2O[C@H]1CN(C)C(=O)c1ccccc1F | 2 | -0.5 | 10 | -12 | 1 | 0 | 2.3 | 5
CN(C)c1ccc(CNC(=O)CCS(=O)(=O)c2ccc3c(c2)oc(=O)n3C)cc1 | -6 | 0.1 | -9 | -2 | -2 | 2 | 1.2 | -1
COc1ccc(NC(C)=O)cc1S(=O)(=O)Nc1ccccc1C(=O)NCCc1ccccc1 | -17 | 0.0 | -8 | 0 | 55* | -11 | 0.1 | 2
CN(c1ccc(Br)cc1)S(=O)(=O)c1ccc2[nH]cc(C(=O)NCCN3CCOCC3)c(=O)c2c1 | -12 | 0.0 | -6 | -17 | 0 | -3 | 0.1 | -4

Reformatted with two lines to a compound: entries from further up
Below each SMILES: RAD52 anneal inh, XiGFP reactiv, RAD54 inh, INS-1E GSIS act, esBAF inh, ARNT TACC3 PPI, CFTR F508del cor, ERAP1 inh
CCN1CCN(CCOc2ccc(Cl)cc2)CC1
 : -12, 0.0, -3, 4, 2, -8, -2.0, -1
CCOc1ccccc1CNc1ccc(O)cc1
 : -1, 0.0, /, -7, /, -4, -2.8, 2

(listing goes on)
SMILES | RAD52 anneal inh | XiGFP reactiv | RAD54 inh | INS-1E GSIS act | esBAF inh | ARNT TACC3 PPI | CFTR F508del cor | ERAP1 inh
Cc1ccc(N2C(=O)C3C4C=CC(CNC(=S)Nc5ccc(F)cc5)(O4)C3C2=O)cc1 (centres undefined) | / | 0.0 | -6 | -37 | / | / | 0.6 | /
CN(C)S(=O)(=O)c1cc(NC(=O)c2cc(=O)c3ccccc3o2)ccc1Cl | -24 | 0.0 | 4 | -18 | 7 | 2 | 1.8 | -2
CCC(=O)N1C[C@@H](C)[C@H](OC)CN(C)C(=O)c2cc(NC(=O)c3ccc(F)cc3)ccc2OC[C@@H]1C | 9 | 0.2 | -9 | 9 | -1 | -7 | -1.2 | 2
CN(C)S(=O)(=O)N1CCN(CC(=O)Nc2ccc(Br)cc2)CC1 | -8 | 0.1 | -10 | -7 | 0 | -4 | 3.5 | -3
COc1c(Cl)cnn(-c2ccccc2)c1=O | / | -0.1 | -4 | 26 | / | -4 | / | /
COc1ccccc1CNC(=O)C[C@@H]1C=C[C@@H](NC(=O)CN(C)C)[C@@H](CO)O1 | 8 | -0.2 | 6 | -3 | -1 | 4 | -0.1 | 3
C[C@@H]1CN([C@@H](C)CO)C(=O)c2cc(NS(=O)(=O)c3cccs3)ccc2O[C@@H](C)CCCCO[C@@H]1CN(C)CC1CCCCC1 | -15 | 0.3 | 8 | 11 | 2 | 0 | 4.3 | -4
C[C@H]1CN([C@@H](C)CO)C(=O)c2cc(C#Cc3cccc(F)c3)cnc2O[C@@H]1CN(C)C(=O)C1CCC1 | 1 | -0.9 | 3 | -4 | -3 | -9 | -3.8 | 0
CO[C@H]1CN(C)C(=O)c2ccc(NC(=O)C3CC3)cc2OC[C@H](C)N(C(=O)CN(C)C)C[C@@H]1C | -6 | -0.1 | -7 | 20 | 3 | -1 | -0.6 | 2
COc1ccc(C)cc1-n1nnnc1SCc1nc2ccccc2c(=O)[nH]1 | -13 | 0.2 | / | -6 | / | -1 | -3.9 | 19
O=c1[nH]cnc2c1sc1nc3c(c(-c4ccc(Cl)cc4)c12)CCC3 | / | / | 7 | 18 | -6 | 16 | / | /
CN1C(=O)c2cc(NC(=O)Cc3cccs3)ccc2OC[C@H]2O[C@@H](CC(=O)NCC3CC3)CC[C@H]21 | 0 | 0.0 | 7 | 1 | -4 | -2 | -2.7 | -1
O=C(N[C@H]1C=C[C@H](CC(=O)N2CCc3ccccc3C2)O[C@@H]1CO)C1CCOCC1 | 9 | 0.2 | / | 4 | / | / | 0.9 | 0
O=S(=O)(NCc1ccc(F)cc1)c1cc(Br)ccc1Br | -2 | -0.3 | -7 | 26 | 6 | -8 | 0.9 | /
C[C@H]1CN([C@@H](C)CO)C(=O)c2cccc(NC(=O)C3CC3)c2O[C@H]1CN(C)C | 0 | 0.3 | 0 | 14 | -2 | -2 | 0.2 | 2

Five records picked at random from those above, as already listed:
SMILES | RAD52 anneal inh | XiGFP reactiv | RAD54 inh | INS-1E GSIS act | esBAF inh | ARNT TACC3 PPI | CFTR F508del cor | ERAP1 inh
CN(C)S(=O)(=O)c1cc(NC(=O)c2cc(=O)c3ccccc3o2)ccc1Cl | -24 | 0.0 | 4 | -18 | 7 | 2 | 1.8 | -2
COc1ccccc1CNC(=O)C[C@@H]1C=C[C@@H](NC(=O)CN(C)C)[C@@H](CO)O1 | 8 | -0.2 | 6 | -3 | -1 | 4 | -0.1 | 3
COc1ccc(C)cc1-n1nnnc1SCc1nc2ccccc2c(=O)[nH]1 | -13 | 0.2 | / | -6 | / | -1 | -3.9 | 19
CN1C(=O)c2cc(NC(=O)Cc3cccs3)ccc2OC[C@H]2O[C@@H](CC(=O)NCC3CC3)CC[C@H]21 | 0 | 0.0 | 7 | 1 | -4 | -2 | -2.7 | -1
CN(C)S(=O)(=O)N1CCN(CC(=O)Nc2ccc(Br)cc2)CC1 | -8 | 0.1 | -10 | -7 | 0 | -4 | 3.5 | -3

(more compounds)
SMILES | RAD52 anneal inh | XiGFP reactiv | RAD54 inh | INS-1E GSIS act | esBAF inh | ARNT TACC3 PPI | CFTR F508del cor | ERAP1 inh
COc1ccccc1CNC(=O)CSc1ncc(C(=O)Nc2ccccc2)c(=O)n1C | -3 | 0.0 | / | 9 | / | 1 | -5.7 | 4
CCC(=O)Nc1ccc2c(c1)C(=O)N(C)C[C@H](OC)[C@H](C)CN(C(=O)CN(C)C)[C@H](C)CO2 | / | 0.4 | / | 4 | -2 | / | -0.9 | /
CCC(=O)Nc1ccc2c(c1)C(=O)N(C)C[C@H](OC)[C@H](C)CN(Cc1ccccn1)[C@H](C)CO2 | 18 | 0.3 | -3 | 18 | -4 | 26 | 2.6 | 2
O=C(C[C@H]1CC[C@@H](NC(=O)Nc2ccc(F)cc2)[C@H](CO)O1)NCCN1CCCC1 | -12 | 0.2 | 10 | -1 | 4 | -2 | -1.0 | -7
Cc1ccc(F)cc1NCC(=O)Nc1ccc(Cl)cc1F | / | 0.7 | 1 | -30 | / | -6 | / | /
CO[C@H]1CN(C)C(=O)c2ccc(NC(=O)C3CCCCC3)cc2OC[C@@H](C)N(C(=O)c2ccccc2)C[C@H]1C | 1 | 0.0 | 7 | -17 | 7 | 2 | -1.8 | 0
C[C@@H]1CN([C@H](C)CO)C(=O)c2c(c3ccccc3n2C)-c2ccccc2CO[C@H]1CN(C)Cc1ccc(C(=O)O)cc1 | 1 | 0.1 | -7 | 24 | -1 | -2 | -0.6 | 1
Cc1noc(C)c1S(=O)(=O)Nc1ccc2c(c1)C(=O)N([C@H](C)CO)C[C@H](C)[C@H](CN(C)S(C)(=O)=O)OCCCC[C@H](C)O2 | 8 | 0.0 | -2 | -1 | 7 | 4 | 0.1 | -2
COc1cc(C(=O)NCc2cn3cccc(C)c3n2)cc(OC)c1OC | -5 | 0.3 | -3 | -4 | -7 | -3 | 2.5 | -4
O=S(=O)(Cc1ccccc1)N1CCCCN2[C@H](CO)[C@@H](c3ccc(C#Cc4ccccc4)cc3)[C@H]2C1 | -3 | 0.1 | 1 | -5 | / | 18 | 3.1 | 1
Cc1ccccc1OCC(O)CN1CCN(CCN2C(=O)c3cccc4cccc(c34)C2=O)CC1 (centres undefined) | 1 | 0.0 | / | -20 | / | 21 | 0.7 | 5
CC(NC(=S)NNS(=O)(=O)c1ccc(C(C)(C)C)cc1)c1ccccc1 (centres undefined) | -13 | -0.1 | / | -58 | / | 3 | 1.1 | 0
CCCN(CCC)C(=O)CC(c1ccccc1)c1ccco1 (centres undefined) | -14 | 0.6 | -3 | -2 | / | -8 | -1.4 | 2
O=C(c1cccc(F)c1)N1C[C@H]2[C@@H](c3ccccc31)[C@H](CO)N2C(=O)Cc1ccccc1 | 18 | 0.3 | 0 | 9 | -2 | -3 | -1.4 | 2
O=C(COc1ccc(Br)cc1)Nc1cc(S(=O)(=O)N2CCCCC2)ccc1N1CCCCC1 | / | 0.0 | / | -16 | / | -4 | 0.1 | /
C[C@@H]1CN([C@H](C)CO)C(=O)c2cc(NC(=O)CCC(F)(F)F)ccc2O[C@@H](C)CCCCO[C@H]1CN(C)C(=O)Nc1ccc2c(c1)OCO2 | 17 | -0.9 | -2 | -21 | 8 | -2 | 2.0 | 3
COCCNC(=O)C[C@H]1CC[C@@H]2[C@@H](COc3ccc(NC(=O)c4cc(C)on4)cc3C(=O)N2C)O1 | -6 | 0.2 | -2 | 4 | -1 | 9 | 0.5 | 2
C[C@@H]1CN([C@@H](C)CO)C(=O)CCCn2nncc2CO[C@@H]1CN(C)S(=O)(=O)c1ccccc1C#N | 9&8 | 0.0&0.2 | -6 | 17&-1 | -5 | / | -5.2&-1.1 | -6&-1
O=C(CSCc1ccc(Cl)c(Cl)c1)Nc1c[nH]c(=O)[nH]c1=O | 0 | 0.8 | / | / | / | 0 | / | -3
C[C@H](O)C#Cc1cnc2c(c1)C(=O)N([C@@H](C)CO)C[C@H](C)[C@@H](CN(C)Cc1ccccn1)O2 | -8 | -0.1 | 7 | 5 | -4 | 11 | -1.8 | 1
C[C@H]1CN([C@@H](C)CO)C(=O)c2cc(/C=C/c3ccccc3)cnc2O[C@@H]1CN(C)S(=O)(=O)c1ccc(F)cc1 | 5 | 0.1 | 5 | 9 | -6 | -5 | 1.0 | -2

High-throughput results deposited in PubChem BioAssay by Broad Institute.
